# Screens from PubChem BioAssay.
# BRCA1 expr act: activators of BRCA1 expression. MCF7-BRCA1-FFLuc reporter, luminescence, 48 h; response scale: scaled: vehicle 0%, 10 µM genistein 100%. Potency, µM (series often up to 46.1 µM), for the others: at the top dose activation, hits mostly activators. 380,000 tested, 1.1% active. AID 624202; note: nearly all actives have a fitted effect of over 80% in size; some results filed as inactive show a strong effect at the top dose
#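 Luminescence from a BRCA1-driven firefly luciferase in MCF7 cells was the read-out, taken 15 min after substrate addition following 48 h compound exposure at 37 °C. Data were normalized to a 10 microM genistein control and DMSO vehicle.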
# Gal4-VP16 FLuc: inhibits Gal4-VP16 luciferase reporter, ROR gamma counter-screen. Drosophila S2 Gal4-VP16 UAS-luciferase, luminescence, 20 h. Potency, µM (highest dose often 53.6 µM), for inactives: top-dose activity, negative = inhibition, usual class: inhibitors. 310,000 tested, 3.5% active. AID 2546;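 note: Gal4-VP16 expression switched on by copper sulfate through the metallothionein promoter; % is set by controls: 0 for no effect and ±100 for the full control effect; nearly all actives have a fitted effect of over 50% in size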
# p53 reactivator: re-activators of mutant p53; 320,000 tested, 0.063% active; AID 504706; Potency, µM (top dose mostly 92.2 µM), for inactives: at the top dose activity change, positive = activation, usual class: activators; H1299 p53-A138V BP100-luciferase reporter, luminescence, 24 h; note: % of control where 0% means no effect; nearly all actives have a fitted effect of over 45% in size
#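 p53-null H1299 cells stably carrying temperature-sensitive p53-A138V and a BP100-luciferase reporter were pinned with compounds (4-point, 1:5 series) and held 24 hrs at 37 deg C. Luminescence was read 10 min after detection reagent.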
# uPA surface inh: inhibitors of cell surface uPA generation | cell surface uPA generation assay, qHTS | Potency, µM (titrated, usually from 38.3 µM), for the others: at the highest dose activity change, negative = inhibition, actives largely listed as inhibitors | 330,000 tested, 0.31% active | AID 540303; active = well fitted inhibition curve with a large enough effect; inconclusive = small, poorly fitted or top-dose-only effect; inactive = no such curve, though single readings can be large or run the other way; tested in mouse RAW 264.7 cells; note: % is set by controls: 0 for no effect and ±100 for the full control effect; nearly all actives have a fitted effect of over 55% in size
# NPC1 prom act: activators of NPC1 promoter; Huh7 NPC1 promoter luciferase reporter, 24 h; Potency, µM (doses to about 9.22 µM), for the others: at the top dose activation, usual class: activators; 320,000 tested, 2.4% active; AID 485313;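 note: % of control where 0% means no effect; nearly all actives have a fitted effect of over 60% in size; reporter is driven by a mutant NPC1 promoter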
#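 Luciferase expression driven by the NPC1 promoter was measured in stably transfected Huh7 cells after a 24 h compound incubation, using a luciferase reagent and a luminescence read.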
# ELG1 genotoxic: genotoxicity induction in ELG1-luciferase HEK293T cells; AID 504466; 330,000 tested, 1.3% active; Potency, µM (highest dose often 46 µM), for inactives: at the top dose activity change, positive = activation, hits mostly activators; HEK293T ELG1-luciferase reporter, luminescence, 16 h; note: % of control where 0% means no effect; nearly all actives have a fitted effect of over 60% in size
#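 HEK293T cells expressing luciferase-tagged ELG1 were treated with compound or DMSO for 16 hr at 37°C. Luciferase activity was then read after 30 min with ONE-Glo at room temperature; rising signal flags genetic stress.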
# FLuc modulator: firefly luciferase modulation, counter-screen for miR-21 project; purified FLuc, Km substrates, luminescence inhibition; AID 588342; P08659; 360,000 tested, 6.9% active; Potency, µM (titrated, usually from 57.5 µM), inactives show at the highest dose activity change, negative = inhibition, hits mostly inhibitors;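 note: plate controls were vehicle for no effect and reference inhibitor for full effect; nearly all actives have a fitted effect of over 55% in size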
# Target sequence (P08659 whole entry, looked up): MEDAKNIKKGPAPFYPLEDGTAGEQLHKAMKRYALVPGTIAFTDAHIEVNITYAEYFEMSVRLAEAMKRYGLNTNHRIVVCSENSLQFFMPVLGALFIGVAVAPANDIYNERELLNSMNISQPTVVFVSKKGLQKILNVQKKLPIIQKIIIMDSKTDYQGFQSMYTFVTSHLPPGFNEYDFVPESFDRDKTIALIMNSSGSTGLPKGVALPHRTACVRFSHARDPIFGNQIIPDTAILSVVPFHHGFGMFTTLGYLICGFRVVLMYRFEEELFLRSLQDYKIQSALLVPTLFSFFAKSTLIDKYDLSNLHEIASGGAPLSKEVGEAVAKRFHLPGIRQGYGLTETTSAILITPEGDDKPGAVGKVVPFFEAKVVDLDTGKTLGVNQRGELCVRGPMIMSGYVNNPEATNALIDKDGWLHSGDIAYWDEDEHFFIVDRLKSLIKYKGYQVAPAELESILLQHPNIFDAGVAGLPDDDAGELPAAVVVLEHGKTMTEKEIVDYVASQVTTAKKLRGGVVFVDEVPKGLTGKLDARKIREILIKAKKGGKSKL
#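 Purified P. pyralis luciferase (10nM final) with 10uM D-luciferin and 10uM ATP (Km levels) in 50mM Tris acetate pH 7.5, 10mM Mg acetate, 0.01% Tween-20, 0.05% BSA; qHTS 6-point titration, ~60 µM downward; luminescence read.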
# MBNL1-CUG inh: blocks human MBNL1 binding to CUG repeat RNA | Q9NR56 | TR-FRET MBNL1-His/biotin-(CUG)12 binding, 665/545 ratio | Potency, µM (doses to about 57.5 µM), for the others: at the top dose activity change, negative = inhibition, hits mostly inhibitors | 280,000 tested, 0.036% active | AID 2675; active = well fitted inhibition curve with a large enough effect in the signal ratio, with a control signal flat, not every such curve was filed as active; inconclusive = small, poorly fitted or top-dose-only effect, or effect the other way, or a change in a side signal; inactive = no such curve, though single readings can be large or run the other way; the % refers to the signal ratio; note: % is set by controls: 0 for no effect and ±100 for the full control effect
#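 Compound titration spanned 92 nM–58 uM against the MBNL1-His/biotin-(CUG)12 complex. After 60 min at room temperature with 5 nM streptavidin-XL665 and 0.055 ng/ul terbium anti-His, ratiometric 665/545 nm emission (Ex 340 nm) normalized to controls.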
# MLL CXXC-DNA inh: blocks binding of human MLL CXXC domain to DNA; Potency, µM (series often up to 115 µM), inactives show at the highest dose activity change, negative = inhibition, usual class: inhibitors; Q03164; MLL-CXXC / FITC-HOXA9 DNA fluorescence polarization; 290,000 tested, 0.037% active; AID 2662; active = well fitted inhibition curve with a large enough effect in the polarisation, with a control signal flat, not every such curve was filed as active; inconclusive = small, poorly fitted or top-dose-only effect, or effect the other way, or a change in a side signal; inactive = no such curve, though single readings can be large or run the other way; the % refers to the polarisation
#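 Purified MLL-CXXC (added from a 7 uM solution) was preincubated 5 min at ambient with pinned compounds in 50 mM Tris-HCl pH 7.5, 50 mM NaCl, 1 mM DTT, 0.05% BSA. Fluorescein-labeled HOX-A9 DNA (50 nM solution) followed, 30 min, then polarization read.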
# Rab9 prom act: activates the Rab9 promoter; Potency, µM (highest dose often 9.22 µM), for inactives: top-dose activation, negative = inhibition, hits mostly activators; 320,000 tested, 2.8% active; Huh7 Rab9 promoter-luciferase reporter, luminescence, 24 h; note: % of control where 0% means no effect; nearly all actives have a fitted effect of over 60% in size
#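 Measured in stably transfected Huh7 cells bearing a Rab9 promoter–luciferase construct: 24 h compound treatment at 37 °C, followed by luminescence detection.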
# RORg inh: blocks mouse ROR gamma transcriptional activity; Drosophila S2 Gal4-RORgamma UAS-luciferase reporter, 20 h; Potency, µM (top dose mostly 53.6 µM), for inactives: at the highest dose activity change, negative = inhibition, hits mostly inhibitors; 310,000 tested, 5.4% active; P51450; AID 2551; note: % is set by controls: 0 for no effect and ±100 for the full control effect; nearly all actives have a fitted effect of over 60% in size
# Target sequence (P51450 whole entry, looked up, the tested form may be a part): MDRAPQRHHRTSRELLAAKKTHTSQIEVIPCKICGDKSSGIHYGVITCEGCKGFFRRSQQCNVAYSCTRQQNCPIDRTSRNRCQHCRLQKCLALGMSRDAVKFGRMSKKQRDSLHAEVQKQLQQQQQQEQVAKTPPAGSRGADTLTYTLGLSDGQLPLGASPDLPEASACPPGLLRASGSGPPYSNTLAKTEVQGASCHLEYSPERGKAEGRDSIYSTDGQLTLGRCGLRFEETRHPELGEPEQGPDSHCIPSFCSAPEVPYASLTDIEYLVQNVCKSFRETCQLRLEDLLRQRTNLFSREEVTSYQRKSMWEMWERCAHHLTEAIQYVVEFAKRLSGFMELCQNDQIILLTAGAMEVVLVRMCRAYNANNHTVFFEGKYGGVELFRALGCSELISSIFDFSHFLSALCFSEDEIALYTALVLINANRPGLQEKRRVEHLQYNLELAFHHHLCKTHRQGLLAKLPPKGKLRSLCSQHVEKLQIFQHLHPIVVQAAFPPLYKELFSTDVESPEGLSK
#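 Luciferase reporter read in Schneider cells carrying Gal4-RORγ (mouse) and UAS-Photinus luciferase; cells given compound 1 h before 700 uM copper sulfate induction, then incubated 20 h at ambient temperature.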
# The depositor's hits bear a star; ? = inconclusive; · = no result given; [ ] = another dose, or the depositor's remark. Unless noted, calls come from the whole dose curve; as a rule, active = well fitted curve in the direction sought with a large enough effect; inconclusive = small, poorly fitted or top-dose-only effect, or another doubt; inactive = no such curve, though single readings can be large; an effect the other way counts as inactive or inconclusive. Potency is the fitted concentration of half-maximal effect.
SMILES,BRCA1 expr act,Gal4-VP16 FLuc,p53 reactivator,uPA surface inh,NPC1 prom act,ELG1 genotoxic,FLuc modulator,MBNL1-CUG inh,MLL CXXC-DNA inh,Rab9 prom act,RORg inh
NC(=O)CCn1c(C(=O)c2ccc(Cl)cc2)c2ccccc2[n+]1[O-],-7%,8%,·,8%,-4%,0%,1%,?,16%,-2%,-5%
c1ccc(OCCCn2nnc(-c3cccnc3)n2)cc1,-3%,-7%,1%,16%,-6%,6%,-3%,3%,4%,1%,-14%
O=C(NCCc1ccccc1)c1oc2ccccc2c1COc1ccccc1,-4%,3%,?,-24%,-1%,-1%,?,-6%,-3%,-2%,?
O=C(CN1C(=O)S/C(=C\c2ccc(Cl)cc2)C1=O)NC1C=CS(=O)(=O)C1 (stereo not given),-6%,-10%,7%,-15%,-4%,-1%,2%,14%,5%,0%,-23%
CCCN1Cc2cccc(C(=O)Nc3ccc4c(c3)OCCO4)c2C1=O,2%,-2%,22%,13%,-3%,5%,15µM*,5%,2%,10%,-21%
COc1ccccc1N1CCN(S(=O)(=O)c2ccc3c(c2)n(C)c(=O)n3C)CC1,0%,2%,-4%,2%,-7%,0%,1%,4%,28%,-1%,22%
O=C(NCc1nnc(SCC(=O)N2CCC(Cc3ccccc3)CC2)o1)c1ccco1,-15%,-9%,-6%,4%,1%,-10%,-2%,0%,2%,0%,37%
COc1ccc(-c2noc(CCC(N)=O)n2)cc1OC,0%,-10%,2%,·,1%,3%,-1%,-3%,-7%,1%,14%
O=C(NCCc1ccc(Cl)cc1Cl)C1=CC=CN2CCS(=O)(=O)N=C12,-4%,·,-7%,6%,1%,0%,-18%,·,·,1%,·
CCCOc1ccccc1OCC(=O)Nc1ccc(S(=O)(=O)N2CCCCC2)cc1,-35%,·,-6%,-4%,0%,-12%,0%,·,·,-6%,·
COc1ccc(CCNC(=O)COC(=O)c2ccco2)cc1OC,-5%,4%,-3%,-4%,5%,0%,1%,-8%,-5%,-2%,-15%
O=S(=O)(c1ccccc1F)N1CCN(Cc2nc3ccccc3[nH]2)CC1,2%,1%,8%,-2%,12%,-9%,-2%,-2%,-8%,-2%,1%
CCCSc1nsc(NC(=O)C(c2ccccc2)c2ccccc2)n1,-78%,6%,-9%,-5%,0%,-7%,0%,-3%,-1%,4%,-6%
COc1ccc(-c2nnc(SC(C)C(=O)NNC(=O)c3ccc(C)cc3)o2)cc1 (stereo not given),-2%,-17%,-9%,2%,3%,2%,-19%,?,20%,14%,-7%
Cc1c(C(=O)OC(C)C)sc2nc[nH]c(=O)c12,50%,-1%,4%,2%,-2%,2%,-12%,5%,-4%,-7%,22%
O=C(c1cc2cc(Cl)ccc2[nH]1)N1CCN(c2ccccc2F)CC1,-5%,5%,4%,10%,-2%,0%,-1%,10%,19%,4%,19%[1.91 µM]
O=c1c2ccccc2ncn1-c1cccc(Br)c1,-4%,-7%,·,-2%,-3%,5%,0%,-1%,-4%,16%,9%
C/C(=C\C#N)n1nc(C)cc1N,9%,0%,-24%,7%,-1%,3%,0%,-1%,-10%,-5%,-7%
O=C(Cc1cccs1)N1CCN(c2ccc(F)cc2)CC1,-10%,-11%,-9%,-3%,-1%,-5%,0%,8%,0%,-3%,-18%
Cc1ccc(S(=O)(=O)N2CCN(CCOc3c(Cl)cccc3Cl)CC2)cc1C,-21%,·,-2%,2%,2%,-4%,2%,·,·,-4%,·
COC(=O)c1ccc(/C(O)=C(\C#N)c2nc3ccccc3s2)cc1,5µM*,0%,?,-7%,2.8µM*,3%,7.6µM*,-7%,10%,3.2µM*,-23%
CN(Cc1c(F)cccc1Cl)S(=O)(=O)c1cccs1,15%,25%,-6%,-1%,-39%[inhibitor],0%,-2%,7%,-4%,0%,-27%
Cc1csc(NC(=O)c2cccc(S(=O)(=O)N3CCN(C)CC3)c2)n1,-15%,5%,2%,1%,-2%,-5%,-5%,-5%,7%,-3%,28%
CC(=O)NC(Cc1ccccc1)C(=O)N1CCN(C(=O)c2cccs2)CC1 (stereo not given),1%,-3%,0%,·,-1%,0%,3%,-8%,0%,-2%,-16%
CCC(=O)c1ccc(OCC(O)Cn2c(C)nc3ccccc32)cc1 (stereo not given),-13%,7.9µM*,-4%,-10%,-14%,?,0%,-3%,-1%,-28%,?
Cc1ccc(-c2nnc(SCC(=O)N3c4ccccc4NC(=O)C3(C)C)n2N)cc1,1%,-10%,11%,·,-3%,-2%,-10%,-6%,1%,-5%,18%
COc1cc(NC(=O)c2ccccc2)c(OC)cc1NC(=O)CN1CCN(c2ccccn2)CC1,-8%,-13%,-2%,5%,-3%,-7%,-14%,24%,7%,-10%,27%
Cc1ccc(OCC(=O)N/N=C/C=C/c2ccco2)c(Br)c1,-32%,·,·,-5%,0%,8%,?,1%,14%,23%,·
COc1cc(CN2CCCC(C)C2)ccc1OCc1ccccc1 (stereo not given),35%,-3%,-2%,1%,7%,5%,-14%,-5%,-6%,9%,0%
CN(C)C=Nc1c(Br)cc(Br)c2nonc12,1%,0%,-7%,2%,10%,5%,3%,6%,?,5%,-2%

# Reformatted tab-delimited: entries from further up
SMILES	BRCA1 expr act	Gal4-VP16 FLuc	p53 reactivator	uPA surface inh	NPC1 prom act	ELG1 genotoxic	FLuc modulator	MBNL1-CUG inh	MLL CXXC-DNA inh	Rab9 prom act	RORg inh
O=C(Cc1cccs1)N1CCN(c2ccc(F)cc2)CC1	-10%	-11%	-9%	-3%	-1%	-5%	0%	8%	0%	-3%	-18%
Cc1ccc(S(=O)(=O)N2CCN(CCOc3c(Cl)cccc3Cl)CC2)cc1C	-21%	·	-2%	2%	2%	-4%	2%	·	·	-4%	·
COC(=O)c1ccc(/C(O)=C(\C#N)c2nc3ccccc3s2)cc1	5µM*	0%	?	-7%	2.8µM*	3%	7.6µM*	-7%	10%	3.2µM*	-23%
CN(Cc1c(F)cccc1Cl)S(=O)(=O)c1cccs1	15%	25%	-6%	-1%	-39%[inhibitor]	0%	-2%	7%	-4%	0%	-27%
Cc1csc(NC(=O)c2cccc(S(=O)(=O)N3CCN(C)CC3)c2)n1	-15%	5%	2%	1%	-2%	-5%	-5%	-5%	7%	-3%	28%
CC(=O)NC(Cc1ccccc1)C(=O)N1CCN(C(=O)c2cccs2)CC1 (stereo not given)	1%	-3%	0%	·	-1%	0%	3%	-8%	0%	-2%	-16%

# Later entries.
SMILES,BRCA1 expr act,Gal4-VP16 FLuc,p53 reactivator,uPA surface inh,NPC1 prom act,ELG1 genotoxic,FLuc modulator,MBNL1-CUG inh,MLL CXXC-DNA inh,Rab9 prom act,RORg inh
O=C(NC1CCCCC1)N1CCC(n2c(=O)[nH]c3ccccc32)CC1,-2%,-10%,-8%,11%,0%,-2%,1%,14%,-2%,-10%,-30%
COc1cc(/C=N/NC(=O)c2nnn(-c3nonc3N)c2C(C)C)ccc1OCc1ccc(F)cc1,-33%,-12%,25%,-12%,-10%,-13%,-3%,3%,-2%,-8%,?
COc1ccc(CCN2CCCn3c2nc2c3c(=O)n(CC(C)C)c(=O)n2C)cc1OC,-28%,-3%,-1%,-1%,-1%,-6%,1%,-5%,?,-6%,-8%
CC1CCN(c2nc3ccc(C(=O)O)cc3s2)CC1,?,1.4µM*,-55%[inhibitor],-5%,-48%[inhibitor],-23%,0.21µM*,-3%,1%,-49%[inhibitor],0.89µM*
Cc1ccc(C(=O)Nc2nnc(Cc3ccccc3)s2)cc1,-2%,9%,2%,11%,0%,-1%,6%,-6%,-10%,1%[1.84 µM],-31%
CCC1CCCCN1C(=O)CSc1nnc(-c2ccc3c(c2)OCCO3)o1 (stereo not given),35%,0%,16%,0%,-4%,-4%,?,-6%,-2%,-4%,-15%
COc1ccc(NCC(=O)n2c(C)c(C)c3ccccc32)cc1OC,-11%,1%,-1%,6%,-2%,2%,2%,·,0%,18%,14%
COC(=O)C1=C(C)NC(C)=C(C(=O)OC)C1c1ccc(-c2cccc(Cl)c2Cl)o1,-85%,-4%,-15%,4%,-1%,0%,0%,-11%,10%,0%,25%
COc1ccccc1NC(=O)NCCC1=CCCCC1,1%,20%,0%,?,-2%,-4%,?,-3%,-2%,-1%,1%

# The list is partial; the hit share may differ from the screen's.
